# FXN GAA850 act: increases GAA850 frataxin promoter reporter activity; HEK293 lucGAA850 FXN promoter luciferase reporter, 24 h; percent of 10 µM SAHA response; activation, % at 6 µM; 360,000 tested, 0.56% active; AID 540364;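 active = activation above the average of all compounds screened plus 3 SD, cutoff fixed separately per campaign, cut at about 7.5% in these data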;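 also: 0% = DMSO wells and 100% = 10 µM SAHA wells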
# ADAM10 inh: ADAM10 inhibition, QFRET primary screen; recombinant ADAM10, EDANS/DABCYL FRET peptide cleavage, 3 h; AID 720582; 370,000 tested, 0.62% active; inhibition, % at 7 µM;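 active = inhibition above a per-campaign cutoff equal to the mean of compounds falling between control-based bounds plus 3 SD, cut at about 20% in these data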;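 also: 0% = DMSO wells while the 100% control is not disclosed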
# ASAP1 inh: inhibitors of human ASAP1 ArfGAP activity | Q9ULH1 | ASAP1-stimulated ARF1 GTP hydrolysis, GDP FP detection | inhibition, % at 16.5 µM | 360,000 tested, 0.19% active; in the data active = inhibition above about 25%;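 also: 0% = vehicle with enzyme and substrate and 100% = no enzyme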
# ARFGAP1 inh: inhibits rat ARF GTPase activating protein 1; Q62848; Arfgap1-stimulated ARF1 GTP hydrolysis, GDP FP detection; inhibition, % at 16.5 µM; 360,000 tested, 0.26% active; AID 651572;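 active = inhibition above a per-plate limit, mean inhibition of low control wells plus 3 SD, cut at about 25% in these data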;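 also: 0% = DMSO wells with enzyme and 100% = wells lacking Arfgap1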
#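 Material: rat Arfgap1 GAP domain (His6, aa 1-136), purified enzyme. Also added: human ARF1(Δ1-17)-GTP substrate. Compound dosing: 16.5 µM single point, 1.26% DMSO. Timing: enzyme reaction 120 min at 25 °C after 20 min preincubation. Signal: GDP detection by fluorescence polarization. Read-out basis: percent inhibition of GAP-stimulated GDP formation, scaled between DMSO and no-Arfgap1 medians.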
# DDE Tn6 FP inh: inhibitors of Tn6 peptide binding to human fibrin DD(E) | P02675 | Fibrin DD(E) TRITC-Tn6 fluorescence polarization displacement | inhibition, % at 8.3 µM | 370,000 tested, 0.21% active | AID 720509;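 active = inhibition above a per-campaign cutoff: mean of compounds within control limits plus 3 SD, cut at about 15% in these data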;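 also: 0% = median of all compound wells on the plate and 100% = blocking peptide control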
# Target sequence (P02675 whole entry, looked up): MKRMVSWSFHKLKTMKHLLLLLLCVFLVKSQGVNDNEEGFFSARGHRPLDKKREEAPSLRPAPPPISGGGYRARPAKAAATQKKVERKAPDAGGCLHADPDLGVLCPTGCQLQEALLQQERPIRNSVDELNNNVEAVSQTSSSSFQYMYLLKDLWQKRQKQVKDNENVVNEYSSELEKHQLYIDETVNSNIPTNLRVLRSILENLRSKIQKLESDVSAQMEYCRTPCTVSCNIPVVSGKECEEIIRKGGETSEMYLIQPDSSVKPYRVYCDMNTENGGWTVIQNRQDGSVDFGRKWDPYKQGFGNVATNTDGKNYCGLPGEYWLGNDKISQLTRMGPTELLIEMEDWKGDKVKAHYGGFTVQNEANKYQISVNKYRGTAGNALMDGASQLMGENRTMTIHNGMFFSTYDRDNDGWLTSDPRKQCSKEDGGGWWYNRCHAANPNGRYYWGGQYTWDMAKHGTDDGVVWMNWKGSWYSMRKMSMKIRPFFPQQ
# NPR1 activator: GC-A (human) enzyme activation; P16066; HEK293 GC-A cells, cGMP TR-FRET, EC30 ANP; 0% at EC30 ANP, 100% saturating ANP; activation, % at 10 µM; 370,000 tested, 0.14% active; AID 1671463; in the data active = activation above about 40%
# sPLA2-III inh: Inhibits HGIII-sPLA2 liposome hydrolysis, primary screen; Q9NZ20; QFRET BODIPY PC-A2 liposome hydrolysis, fluorescence; inhibition, % at 12.2 µM; 370,000 tested, 0.56% active;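 active = inhibition above mean plus 3 SD of compounds lying within the high and low control bounds, cut at about 19% in these data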;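 also: 0% = median of test compound wells and 100% = no enzyme DMSO wells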
# Target sequence (Q9NZ20 whole entry, looked up): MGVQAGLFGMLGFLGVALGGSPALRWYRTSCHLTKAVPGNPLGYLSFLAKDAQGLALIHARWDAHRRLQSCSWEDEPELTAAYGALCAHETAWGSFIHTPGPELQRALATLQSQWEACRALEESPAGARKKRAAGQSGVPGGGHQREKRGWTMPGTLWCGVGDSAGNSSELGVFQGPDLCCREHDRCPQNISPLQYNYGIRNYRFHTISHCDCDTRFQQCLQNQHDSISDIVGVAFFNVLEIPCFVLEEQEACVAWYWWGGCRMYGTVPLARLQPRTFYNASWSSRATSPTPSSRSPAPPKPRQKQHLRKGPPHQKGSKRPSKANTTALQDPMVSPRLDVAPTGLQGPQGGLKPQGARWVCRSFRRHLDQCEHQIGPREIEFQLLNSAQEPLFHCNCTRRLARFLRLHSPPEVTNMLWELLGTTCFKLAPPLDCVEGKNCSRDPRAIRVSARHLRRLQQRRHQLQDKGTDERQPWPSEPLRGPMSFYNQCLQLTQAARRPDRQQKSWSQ
# KLK7 zymogen act: activates the human kallikrein-7 zymogen. purified proKLK7, EDANS-DABCYL substrate fluorescence; 100% is mature enzyme control, 0% vehicle. activation, % at 7 µM. 370,000 tested, 0.9% active. AID 652039;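 active = activation above the mean of all tested compounds plus 3 SD, computed per campaign excluding outliers beyond control limits, cut at about 13% in these data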
# GC-B act: GC-B (human) receptor activation; P20594; HEK293-GC-B cells, CNP EC30, cGMP TR-FRET; 0% at EC30 CNP, 100% saturating CNP; activation, % at 10 µM; 370,000 tested, 0.11% active;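 active = activation at 10 µM reaching about 35% in either raw or pattern-adjusted values, limit read from the data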
# rCAG binder: binds r(CAG) RNA repeats; r(CAG) RNA repeat, TO-PRO-1 dye displacement fluorescence; inhibition, % at 3 µM; 370,000 tested, 1.3% active; AID 651821;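 active = inhibition above the plate cutoff, the mean of all test compounds on that plate plus 3 SD, cut at about 35% in these data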;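 also: 0% = DMSO alone and 100% = 100 µM mitoxantrone as full dye displacement; higher means more dye released from RNA so lower well fluorescence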
# An asterisk follows results filed as active; i = inactive; / = no result given.
1) CCSC1=C(C#N)C(c2ccc(OC)c(OC)c2)CC(=O)N1 (stereo not given)
2) Cc1ccccc1CN1C[C@@H]2C[C@@H](c3cn[nH]c3-c3ccc(F)cc3)N3CCC[C@@]23C1=O
3) CC1CC(C)CN(C(=O)CSc2nc(Cc3cccs3)nc3ccccc23)C1 (stereo not given)
4) N#CCc1ccc(C(=O)c2ccccc2F)s1
5) Cc1ccc(NC(=O)c2cc([N+](=O)[O-])ccc2N2CCOCC2)cc1C
6) COc1cc(CNCCc2ccccc2)cc(Cl)c1OCc1ccccc1
7) Cc1nc2ccccc2n1CC(=O)N/N=C\c1ccccn1
8) O=C(NCc1ccccc1)c1csc2c1CCCCC2

compound no.	1	2	3	4	5	6	7	8
FXN GAA850 act	0.6	-5.6	-1.9	0.8	-1.2	1.0	1.1	1.6
ADAM10 inh	3	-1	18	1	3	11	-12	-4
ASAP1 inh	-13	-5	-3	-14	11	-12	2	3
ARFGAP1 inh	-3	0	0	-9	21	11	0	5
DDE Tn6 FP inh	2	-8	-7	-3	7	-2	-4	4
NPR1 activator	0	-24	-3	2	0	-10	-4	-1
sPLA2-III inh	1	0	-6	-34	-5	-16	0	-1
KLK7 zymogen act	-0.1	1.1	-0.4	-0.1	0.4	-0.3	-0.3	-0.4
GC-B act	-4	-17	2	0	1	-5	3	-4
rCAG binder	2	-2	6	10	2	-2	-3	-2

9) Cc1cc(C)n(-c2ccc(C(=O)NCC(=O)Nc3cc(Cl)ccc3Cl)cc2)n1
10) O=C(COC(=O)c1ccc(S(=O)(=O)C(F)F)cc1)NC(=O)NC1CCCCC1
11) CCn1c(CCNC(=O)c2ccc(Cl)cc2)n[nH]c1=S
12) N#Cc1[nH]nc2nc[nH]c(=O)c12
13) CCOC(=O)c1sc(N2C(=O)C(O)=C(C(=O)c3ccco3)C2c2ccc(C)o2)nc1C (stereo not given)
14) O=C(Cc1ccc(S(=O)(=O)N2CCOCC2)s1)Nc1cc(Cl)ccc1Cl
15) Fc1ccccc1N1CCN(C2CCCN(Cc3ccccc3C(F)(F)F)C2)CC1 (stereo not given)
16) CN(N)c1nc(C(F)(F)F)nc2ccccc12

compound no.	9	10	11	12	13	14	15	16
FXN GAA850 act	0.6	0.6	1.4	/	-1.8	-0.9	0.2	-0.1
ADAM10 inh	-7	-2	3	-3	-4	10	8	-5
ASAP1 inh	4	-2	-1	4	-8	-4	-17	11
ARFGAP1 inh	7	-4	-1	-6	7	4	-13	4
DDE Tn6 FP inh	1	-1	4	6	3	4	-1	-3
NPR1 activator	1	5	-5	-5	-1	-1	2	-2
sPLA2-III inh	6	-5	2	-3	-4	-79	-1	-2
KLK7 zymogen act	0.0	0.1	-0.2	0.2	0.0	0.2	0.8	0.2
GC-B act	4	1	-17	1	-3	-3	-5	3
rCAG binder	1	-4	1	1	44*	9	-6	-4

17) CCN(CC)S(=O)(=O)c1cccc(NC(=O)COC(=O)c2cncc(Br)c2)c1
18) CC1CCN(c2ccc(C(=O)N3CCOCC3)cc2[N+](=O)[O-])CC1
19) O=C(CSc1nnc(CNC(=O)c2ccccc2)o1)NCCc1ccccc1
20) Fc1cccc2sc(N3CCOCC3)nc12
21) CC1CCCC(NC(=O)CCS(=O)(=O)c2ccc3c(c2)NC(=O)CS3)C1C (stereo not given)
22) COc1cccc(C2/C(=C(/O)c3ccc4c(c3)CC(C)O4)C(=O)C(=O)N2CCCn2ccnc2)c1 (stereo not given)
23) CCOc1cc(C)c(C(C)C)cc1S(=O)(=O)NCc1ccccn1
24) CN1CCC2(CC1)N=C(c1ccc(F)cc1)C(=S)N2C(=O)c1ccccc1

compound no.	17	18	19	20	21	22	23	24
FXN GAA850 act	0.0	-5.8	-0.8	2.8	0.4	1.5	0.5	2.0
ADAM10 inh	-1	4	-3	-1	-8	-2	-2	8
ASAP1 inh	-14	0	-6	-3	-1	-13	-10	-13
ARFGAP1 inh	-8	-7	7	8	15	-2	-2	6
DDE Tn6 FP inh	-2	3	-5	6	-5	0	-10	6
NPR1 activator	-2	0	0	1	0	8	1	18
sPLA2-III inh	-13	1	-1	6	1	-7	1	0
KLK7 zymogen act	4.4	-0.1	0.2	0.2	-0.7	0.2	-0.1	-0.7
GC-B act	-2	4	5	0	1	2	-1	-1
rCAG binder	10	-1	-4	-1	-2	5	-6	-3

25) COc1cccc2c(=O)c3c(cnn3C)n(C)c12
26) C[C@@H]1CCCCO[C@@H](CN(C)C(=O)Nc2ccc(F)cc2)[C@@H](C)CN([C@H](C)CO)C(=O)c2cc(NC(=O)Nc3ccc4c(c3)OCO4)ccc2O1
27) O=C(O)c1ccccc1NC(=O)C1CCCO1 (stereo not given)
28) O=C(Nc1ccc2oc(=O)ccc2c1)c1ccccc1[N+](=O)[O-]
29) Cc1ccc(OCc2nnc(NC(=O)c3ccco3)s2)cc1
30) CCc1c(C)nc2ncnn2c1N1CCCC(C(=O)NCc2cccs2)C1 (stereo not given)
31) COc1ccc(OCC(=O)NNC(=O)Cc2coc3cc(OC)ccc23)cc1
32) c1ccc(-n2cc(CN3CCC(N4CCOCC4)CC3)c(-c3ccc4c(c3)OCO4)n2)cc1

compound no.	25	26	27	28	29	30	31	32
FXN GAA850 act	3.2	/	3.4	-0.9	1.1	1.3	1.6	3.5
ADAM10 inh	i	4	-1	4	3	-8	-2	-7
ASAP1 inh	-7	4	2	-4	-9	9	-1	5
ARFGAP1 inh	-1	1	2	18	3	11	-4	4
DDE Tn6 FP inh	-2	-10	-1	3	1	-2	-3	6
NPR1 activator	10	-2	3	4	1	2	1	-1
sPLA2-III inh	6	-26	2	-8	-4	-4	8	-10
KLK7 zymogen act	49*	-0.3	-0.4	-0.6	0.4	0.5	-0.8	0.2
GC-B act	-2	1	4	2	-4	4	8	-6
rCAG binder	1	15	2	-1	5	-8	1	-8

33) Clc1cccc(Cc2c(-c3ccccc3)nc3ccc(Cl)cn23)c1
34) c1coc(C2Nc3ccccc3-c3nc4ccccc4n32)c1 (stereo not given)
35) CC1CCCCN1C(=O)Cn1cc(C#N)c2ccccc21 (stereo not given)
36) O=C(CNC1CCCCC1)Nc1cccc(C(F)(F)F)c1
37) CCOC(=O)c1ccc(CNC(=O)c2cc(COc3ccccc3SC)on2)o1
38) CCOc1ccc(C(=O)Nc2ncn[nH]2)cc1
39) C[C@H]1[C@@H](OC(=O)NCc2cccc(C(F)(F)F)c2)CC[C@@]23CCCN2C(=O)CCC[C@@H]13
40) Cc1ccccc1C(=O)Nc1ccnn1C1CCN(Cc2cnn(C(C)C)c2)CC1

compound no.	33	34	35	36	37	38	39	40
FXN GAA850 act	/	1.9	1.7	1.1	4.0	2.1	/	1.8
ADAM10 inh	-33	i	-19	6	-2	11	4	-4
ASAP1 inh	-7	4	1	-3	10	1	/	-15
ARFGAP1 inh	-1	-4	5	-7	5	-1	/	-3
DDE Tn6 FP inh	-9	-2	3	3	0	1	-1	15
NPR1 activator	-11	-19	-21	-2	2	4	-6	0
sPLA2-III inh	-18	-10	3	5	-21	7	0	0
KLK7 zymogen act	0.1	16*	-0.4	0.4	-0.1	-0.4	/	0.1
GC-B act	-2	-10	-14	-6	-3	0	-2	4
rCAG binder	36*	25	0	1	-1	0	/	-6

# Arranged by count of non-hydrogen atoms (descending): some entries from above.
26) C[C@@H]1CCCCO[C@@H](CN(C)C(=O)Nc2ccc(F)cc2)[C@@H](C)CN([C@H](C)CO)C(=O)c2cc(NC(=O)Nc3ccc4c(c3)OCO4)ccc2O1
32) c1ccc(-n2cc(CN3CCC(N4CCOCC4)CC3)c(-c3ccc4c(c3)OCO4)n2)cc1
39) C[C@H]1[C@@H](OC(=O)NCc2cccc(C(F)(F)F)c2)CC[C@@]23CCCN2C(=O)CCC[C@@H]13
40) Cc1ccccc1C(=O)Nc1ccnn1C1CCN(Cc2cnn(C(C)C)c2)CC1
37) CCOC(=O)c1ccc(CNC(=O)c2cc(COc3ccccc3SC)on2)o1
31) COc1ccc(OCC(=O)NNC(=O)Cc2coc3cc(OC)ccc23)cc1
30) CCc1c(C)nc2ncnn2c1N1CCCC(C(=O)NCc2cccs2)C1 (stereo not given)
33) Clc1cccc(Cc2c(-c3ccccc3)nc3ccc(Cl)cn23)c1
28) O=C(Nc1ccc2oc(=O)ccc2c1)c1ccccc1[N+](=O)[O-]
29) Cc1ccc(OCc2nnc(NC(=O)c3ccco3)s2)cc1

compound no.	26	32	39	40	37	31	30	33	28	29
FXN GAA850 act	/	3.5	/	1.8	4.0	1.6	1.3	/	-0.9	1.1
ADAM10 inh	4	-7	4	-4	-2	-2	-8	-33	4	3
ASAP1 inh	4	5	/	-15	10	-1	9	-7	-4	-9
ARFGAP1 inh	1	4	/	-3	5	-4	11	-1	18	3
DDE Tn6 FP inh	-10	6	-1	15	0	-3	-2	-9	3	1
NPR1 activator	-2	-1	-6	0	2	1	2	-11	4	1
sPLA2-III inh	-26	-10	0	0	-21	8	-4	-18	-8	-4
KLK7 zymogen act	-0.3	0.2	/	0.1	-0.1	-0.8	0.5	0.1	-0.6	0.4
GC-B act	1	-6	-2	4	-3	8	4	-2	2	-4
rCAG binder	15	-8	/	-6	-1	1	-8	36*	-1	5

36) O=C(CNC1CCCCC1)Nc1cccc(C(F)(F)F)c1
25) COc1cccc2c(=O)c3c(cnn3C)n(C)c12
38) CCOc1ccc(C(=O)Nc2ncn[nH]2)cc1

compound no.	36	25	38
FXN GAA850 act	1.1	3.2	2.1
ADAM10 inh	6	i	11
ASAP1 inh	-3	-7	1
ARFGAP1 inh	-7	-1	-1
DDE Tn6 FP inh	3	-2	1
NPR1 activator	-2	10	4
sPLA2-III inh	5	6	7
KLK7 zymogen act	0.4	49*	-0.4
GC-B act	-6	-2	0
rCAG binder	1	1	0
